KCC2 mod: KCC2 (human) Cl- transport modulation | KCC2 cells, thallium flux FluoZin-2 fluorescence | Q9H2X9 | B-score of Tl+ flux slope (higher = more flux/activation; lower = inhibition) at 10 µM | 190,000 tested, 2.2% active;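 active means thallium flux slope and its plate-corrected score both differing from the plate sample mean at a set confidence after two filtering rounds, in either direction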;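 further: slope of fluorescence scaled to starting intensity during 10 to 20 s after thallium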
Target sequence (Q9H2X9 whole entry, looked up): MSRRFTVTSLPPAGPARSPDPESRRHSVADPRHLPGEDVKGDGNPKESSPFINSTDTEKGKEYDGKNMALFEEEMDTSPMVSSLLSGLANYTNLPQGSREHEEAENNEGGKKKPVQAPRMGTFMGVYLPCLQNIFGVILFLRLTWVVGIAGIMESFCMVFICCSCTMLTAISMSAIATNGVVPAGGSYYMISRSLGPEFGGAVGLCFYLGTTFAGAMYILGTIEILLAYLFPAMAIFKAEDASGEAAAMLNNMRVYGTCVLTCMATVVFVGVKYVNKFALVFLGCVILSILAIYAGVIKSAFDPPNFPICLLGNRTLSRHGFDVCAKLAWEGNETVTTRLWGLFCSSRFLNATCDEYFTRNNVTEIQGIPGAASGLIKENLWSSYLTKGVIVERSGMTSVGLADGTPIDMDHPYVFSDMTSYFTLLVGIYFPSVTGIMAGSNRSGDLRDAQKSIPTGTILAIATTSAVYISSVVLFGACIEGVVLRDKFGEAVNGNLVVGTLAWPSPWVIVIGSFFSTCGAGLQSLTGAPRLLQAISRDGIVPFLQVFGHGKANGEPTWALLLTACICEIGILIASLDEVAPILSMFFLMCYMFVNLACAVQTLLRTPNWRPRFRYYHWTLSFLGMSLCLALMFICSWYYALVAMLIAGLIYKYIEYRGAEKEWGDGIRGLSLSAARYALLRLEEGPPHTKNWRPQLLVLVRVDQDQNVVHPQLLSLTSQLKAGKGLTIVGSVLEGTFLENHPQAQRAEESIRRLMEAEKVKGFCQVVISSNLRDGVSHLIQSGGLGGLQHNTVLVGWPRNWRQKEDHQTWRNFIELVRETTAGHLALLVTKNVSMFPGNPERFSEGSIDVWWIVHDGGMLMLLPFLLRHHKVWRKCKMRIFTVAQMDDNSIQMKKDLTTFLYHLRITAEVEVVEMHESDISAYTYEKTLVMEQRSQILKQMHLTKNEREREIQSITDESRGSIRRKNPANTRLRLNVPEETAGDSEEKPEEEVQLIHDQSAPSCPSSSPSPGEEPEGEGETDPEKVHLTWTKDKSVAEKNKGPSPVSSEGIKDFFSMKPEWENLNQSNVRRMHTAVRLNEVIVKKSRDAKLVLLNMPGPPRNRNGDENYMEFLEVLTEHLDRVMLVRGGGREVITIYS
Furin inhibitor: human furin inhibition; P09958; purified furin, fluorogenic substrate cleavage; inhibition, % at 30 µM; 220,000 tested, 0.061% active; AID 463115; in the data active means inhibition above about 25%; further: inactives centre near -15
m-calpain inh: calpain II (pig) inhibition. purified calpain II, fluorogenic peptide substrate, 30 min. 220,000 tested, 0.37% active. inhibition, % at 16 µM. AID 1236;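 active means inhibition above about 50%, limit read from the data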
PERK inhibitor: inhibitors of human PERK kinase; Q9NZJ5; AID 1416; 220,000 tested, 0.17% active; CHO PERK-DD fusion, SEAP luminescence translation reporter; inhibition, % at 5.6 µM;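 active means inhibition above the mean inhibition of all tested compounds plus 3 SD, set separately per screening campaign, cut at about 2.9% in these data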;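 further: PERK kinase domain activated by AP20187 dimerizer at 100 nM; 0% = DMSO with dimerizer and 100% = rapamycin at 8.4 µM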
FXIa inh: factor XIa (human) inhibition; purified FXIa, Boc-Glu-Ala-Arg-AMC fluorogenic substrate; inhibition, % at 5 µM; 220,000 tested, 0.14% active; P03951; AID 798;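 active means inhibition of at least 40%; inactive means inhibition below 40%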;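 further: fluorescence of freed AMC excited at 355 nm; 0% = enzyme without compound and 100% = no enzyme blank; many of its hits are not listed in these tables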
FXIIa inh: factor XIIa (human) inhibition. purified FXIIa, Boc-QGR-AMC fluorogenic substrate, 2 h. inhibition, % at 5 µM. 220,000 tested, 0.3% active. AID 800; in the data active means inhibition above about 40%;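 further: 0% = enzyme with no compound and 100% = blank without enzyme; many of its hits are not listed in these tables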
hK5 inh: kallikrein 5 (human) inhibition; inhibition, % at 5 µM; recombinant hK5, fluorogenic AMC substrate cleavage; Q9Y337; 210,000 tested, 0.59% active; AID 873;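 active means inhibition of 40% or more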;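 further: 0% = enzyme controls without compound and 100% = no-enzyme blanks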
Rad51 HR inh: blocks human Rad51 in homologous recombination. Q06609. 200,000 tested, 0.085% active. hRad51 DNA strand exchange, fluorescence dequenching. inhibition, % at 10 µM. AID 1385;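 active means inhibition above 40% at the single screening dose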;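 further: 0% = DMSO control wells and 100% = blanks with heterologous ssDNA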
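System: hRad51 filaments on single-stranded DNA; reagent: Fluorescein- and BHQ1-tagged 47-mer duplex; compound dosing: one concentration, 10 µM final; timing: filaments 15 min 37 °C, then compound 30 min; measured by: fluorescein emission 520 nm, excitation 485 nm; benchmarks: per-plate controls and blanks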
thrombin 1536: blocks human thrombin protease activity; alpha-thrombin, Boc-VPR-AMC fluorogenic substrate cleavage; inhibition, % at 5 µM; 220,000 tested, 0.26% active; AID 1046;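 active means inhibition at or above 40%; inactive means inhibition below 40%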;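 further: 0% = enzyme with no compound and 100% = wells without enzyme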
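System: human alpha-thrombin protein; Compound dosing: one concentration per compound, 5 µM, with 0.2% DMSO; Timing: reaction at room temperature; Technique: AMC fluorescence, 355/460 nm; Controls: enzyme without compound as high, wells lacking enzyme as low.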
Starred values were filed as active, the others as inactive; / = not tested or not shown; [ ] = dose if it differs, or a comment. Only part of the results is shown. The share of hits here may be higher or lower than overall.

Values run as follows: KCC2 mod	Furin inhibitor	m-calpain inh	PERK inhibitor	FXIa inh	FXIIa inh	hK5 inh	Rad51 HR inh	thrombin 1536
(1) COc1ccc(C)cc1NC(=O)C(OC(=O)c1ccc(Cl)c(S(=O)(=O)N(C)c2ccccc2)c1)c1ccccc1 (centres undefined)
 : 0.39	-3	3	1.0	4	4	9	-6	-6
(2) O=C(Cc1cc(=O)[nH]c(=O)[nH]1)NCCN1CCOCC1
 : /	-25	5	0.5	-11	-1	16	-1	-7
(3) O=c1oc(-c2cccs2)nc2c1cnn2-c1ccccc1
 : 0.71	-18	-39	0.6	7	23	-1	5	7
(4) COc1ccccc1NC(=O)Nc1cccnc1
 : 1.2	-24	-36	0.5	3	11	3	1	-4
(5) CC(=O)Nc1cccc(N2C(=O)CC(N3CCC(C(=O)N4CCCCC4)CC3)C2=O)c1 (centres undefined)
 : 0.15	-26[20 µM]	-25	1.2	-3	12	-5	-9	-2
(6) CC(C)c1ccc(-c2nc3c([nH]2)c(=O)n(C)c(=O)n3C)cc1
 : /	-22[20 µM]	-109	1.4	0	11	-10	8	-1
(7) C[n+]1cn(CC(O)COCc2ccccc2)c2ccccc21 (centres undefined)
 : 1.2	-10[20 µM]	-14	0.3	-1	11	4	/	-2
(8) CN(C)c1cccc(C(=O)n2cc(C(=O)c3cc(F)ccc3O)cn2)c1
 : -2.8	-16	-34	-0.3	4	41*	32	-8	16
(9) Cc1ccc(N(CC(O)Cn2c3ccccc3c3ccccc32)S(C)(=O)=O)c(C)c1 (centres undefined)
 : 0.46	-19[20 µM]	-9	-0.1	4	-8	7	4	-16
(10) Cc1cc(N(CC(=O)O)S(C)(=O)=O)ccc1Br
 : -0.28	-21[20 µM]	14	0.8	6	-3	-6	4	0
(11) Cc1nn(C)cc1CNC(=O)/C=C/c1cnn(C)c1
 : 0.67	-27	-1	1.3	3	8	-18	11	-8
(12) Cc1nc2c(C)cccc2cc1C(=O)N/N=C/c1cccnc1
 : -0.03	-13	8	0.5	2	4	-19	-5	-5
(13) Cc1ccc(S(=O)(=O)N(Cc2n[nH]c(=S)n2-c2ccccc2)c2cccc(Cl)c2)cc1
 : -0.66	-7	-68	0.2	-4	7	-3	-1	-12
(14) CS(=O)(=O)c1ccc2nnn(OCC(=O)Nc3ccc(Br)cc3Br)c2c1
 : 0.71	-15	19	-0.1	1	9	3	7	-8
(15) CCOC(=O)C1CCN(C(=O)N2CCOCC2)CC1
 : -0.48	-22[20 µM]	-9	1.2	10	-2	4	-6	5
(16) O=C(Cn1c(=O)n2ncnc2c2c3c(sc21)CCCC3)c1ccccc1
 : -0.4	-23[20 µM]	-9	-0.5	8	12	6	1	0
(17) Cc1ccc(CN2C(=O)C3CCCN3c3ccc(S(=O)(=O)N4CCOCC4)cc32)cc1 (centres undefined)
 : /	-15	-33	-1.1	8	17	10	-6	6
(18) Cc1ccc(C2=NC(=O)/C(=C/c3cc(O)c(O)c(Br)c3)S2)cc1
 : -0.44	-20	-192	1.2	5	4	-14	-12	9
(19) C/C(=N\Nc1ccc2nncn2n1)c1ccc(Cl)s1
 : 0.44	-18	-6	0.9	12	5	2	10	-1
(20) CC(C)(C)NC(=O)CCN1CCOCC1
 : 0.31	-18[20 µM]	9	1.8	-3	-6	7	-4	0
(21) COc1cc(OC)c(C2=NOC(C(=O)Nc3ccc4c(c3)OCO4)C2)cc1Cl (centres undefined)
 : -0.62	-16	-8	0.3	-1	4	-6	-2	-7
(22) CCOc1ccc(CCNC(=O)CCn2cccc2)cc1OCC
 : /	-14	-16	-0.3	-1	-2	5	-6	-7
(23) COc1ccc([N+](=O)[O-])cc1NC1CCCCC1
 : 0.053	-15[20 µM]	5	-0.7	1	-3	2	-5	2
(24) Cc1ccc(C2C3=C(CC(C)(C)CC3=O)N=C3c4ccccc4C(=O)C32)cc1 (centres undefined)
 : -2	-9	-47	0.0	10	15	-19	-3	0
(25) Cn1c(=O)c2c(nc(CN3CCN(C(=O)c4ccco4)CC3)n2Cc2ccc(F)cc2)n(C)c1=O
 : 1.1	-19[20 µM]	-23	-0.9	1	7	-31	-3	-6
(26) Cn1c(=O)c2c(nc(N3CCOCC3)n2CC(=O)C23CC4CC(CC(C4)C2)C3)n(C)c1=O
 : 0.45	-18	-23	-0.1	6	12	3	1	4
(27) Cc1ccc(CN(Cc2ccco2)S(=O)(=O)c2ccc(S(=O)(=O)NCC3CCCO3)cc2)cc1 (centres undefined)
 : 0.49	-25	9	0.3	4	7	-25	/	-5
(28) O=C1NC(Cc2ccccc2)C(=O)N1CC(=O)N1CCCc2ccccc21 (centres undefined)
 : -1.2	-14	-20	0.8	-4	4	-2	8	-8
(29) CC(C)c1ccc(CNC(=O)C(=O)Nc2nccs2)cc1
 : 12*	-15	26	1.5	-5	2	-20	11	-3
(30) CC(C)CC(NC=C1C(=O)OC(C)(C)OC1=O)C(=O)O (centres undefined)
 : -1.1	-26	-9	-0.9	2	12	-6	-6	4
(31) CC(Sc1cccc[n+]1[O-])C(=O)Nc1ccc(Oc2ccccc2)cc1 (centres undefined)
 : -0.96	-22	29	1.8	1	6	/	/	0
(32) CC1=CN2C(=N)/C(=C/c3ccc([N+](=O)[O-])o3)C(=O)N=C2S1
 : 0.43	-6	-34	0.7	0	11	0	-455	6
(33) Cc1ccc(C(=O)NCC(=O)N2CCN(S(=O)(=O)c3cccs3)CC2)s1
 : -0.21	-25	-13	-0.8	3	9	-8	3	-2
(34) COc1ccccc1CC1(C)NC(=O)N(CC(=O)Nc2cc(C)on2)C1=O (centres undefined)
 : -0.011	-10[20 µM]	-23	-0.6	8	10	4	4	0
(35) Cc1ccc(-c2cc3cccc[n+]3cc2-c2ccc(C)cc2)cc1
 : 0.78	-18	-298	-0.3	-13	-7	-12	2	-10
(36) Cc1cc(NS(=O)(=O)c2ccc(NC(=O)c3ccco3)cc2)nc(C)n1
 : 0.65	-8[20 µM]	7	0.7	-5	9	-8	-2	-6
(37) COc1ccc(NC(=S)N/N=C2\CC(C)(C)Oc3ccc(O)cc32)cc1
 : 0.23	13	-18	0.2	10	1	-23	5	3
(38) CC(=O)c1sc(-c2ccccn2)nc1C
 : 0.12	-13	1	0.7	2	9	/	/	1
(39) O=C(CCS(=O)(=O)c1ccc(Br)s1)NCc1ccccc1
 : /	-18[20 µM]	-13	-0.6	5	17	0	8	-2
(40) CCc1nn(-c2ccccc2)c(N)c1-c1ccc(OC)c(OC)c1
 : -0.0055	-25[20 µM]	-8	-2.2	-2	10	7	7	1
(41) CC1Cc2ccccc2N1C(=O)CSc1nnc2n1C(C)(C)Cc1ccccc1-2 (centres undefined)
 : -5.6*	-11[20 µM]	21	-2.0	0	-4	7	1	-2
(42) Cc1ccc(S(=O)(=O)N(CC(=O)N2CCN(c3ccc(F)cc3)CC2)C2CCCCC2)cc1
 : -3.3	-23[20 µM]	33	-0.5	-5	3	12	-2	-4
(43) COc1cccc(CNC(=O)CCC2CCCN(c3cc(C)nc(N(C)C)n3)C2)c1 (centres undefined)
 : -0.73	-8	14	-0.7	2	10	6	-4	-4
(44) COc1ccc(-c2cc(C(F)(F)F)nc(SCC(=O)Nc3ccc4c(c3)OCO4)n2)cc1OC
 : 0.78	-18	-4	0.0	9	9	-14	/	-1
(45) S=c1oc(-c2ccncc2)nn1CCc1ccncc1
 : /	-21[20 µM]	-15	0.9	6	7	1	-7	-6
(46) Cc1cccc(N2CCN(C(=S)c3ccccc3)CC2)c1
 : -0.58	-1	13	0.6	4	11	/	-1	-2
(47) CC(=O)Oc1ccccc1C(=O)Nc1ncc([N+](=O)[O-])s1
 : -3*	/	23	0.4	/	/	/	-2	/
(48) O=C(N/N=C\c1ccc(Cl)s1)c1cccs1
 : 19*	19[20 µM]	4	-0.5	8	17	-7	-6	4
(49) c1ccc(CSc2nnc(Cc3ccccc3)o2)cc1
 : -2.4	-12	-2	0.6	3	14	/	/	3
(50) NC(=S)N/N=C/c1coc2ccc(F)cc2c1=O
 : -0.67	-15	21	1.2	1	9	1	-8	0

Arranged by SMILES length (smallest number first): some entries from above
Values run as follows: KCC2 mod	Furin inhibitor	m-calpain inh	PERK inhibitor	FXIa inh	FXIIa inh	hK5 inh	Rad51 HR inh	thrombin 1536
(45) S=c1oc(-c2ccncc2)nn1CCc1ccncc1
 : /	-21[20 µM]	-15	0.9	6	7	1	-7	-6
(50) NC(=S)N/N=C/c1coc2ccc(F)cc2c1=O
 : -0.67	-15	21	1.2	1	9	1	-8	0
(42) Cc1ccc(S(=O)(=O)N(CC(=O)N2CCN(c3ccc(F)cc3)CC2)C2CCCCC2)cc1
 : -3.3	-23[20 µM]	33	-0.5	-5	3	12	-2	-4

Remaining list, next part
Values run as follows: KCC2 mod	Furin inhibitor	m-calpain inh	PERK inhibitor	FXIa inh	FXIIa inh	hK5 inh	Rad51 HR inh	thrombin 1536
(51) CC(=O)Nc1ccc(S(=O)(=O)Nc2cccc(NC(=O)C(C)(C)C)c2)cc1
 : 0.28	-15[20 µM]	13	1.0	6	8	4	4	-2
(52) Cc1ccsc1/C=N/NC(=O)c1ccc(-n2cccc2)cc1
 : /	-9	-20	0.5	0	10	7	-5	-6
(53) Cc1noc(C)c1S(=O)(=O)N1CCCC(C(=O)N2CCc3ccccc3C2)C1 (centres undefined)
 : -0.98	-5	-6	-1.0	-4	2	-8	3	-11
(54) CC(=O)c1cccc(-n2nnnc2SCC(=O)NNC(=O)C2CCCCC2)c1
 : 1.7	-16	43	0.6	5	3	2	-5	1
(55) C/C(=N\Nc1ccccc1Cl)c1ccc(-n2ccnc2)cc1
 : 0.93	-11	37	0.8	0	5	-2	2	0
(56) Cn1c(Cl)c(C(=O)Nc2ccc(Cl)cc2)c2ccccc21
 : /	-11	13	0.6	7	20	-7	4	1
(57) CC(C)(C)NC(=O)N1CCCC(C(=O)c2cccc(Cl)c2)C1 (centres undefined)
 : -0.44	-16	-27	0.3	2	9	/	-40	-2
(58) Cn1cc(S(=O)(=O)Nc2cccc(F)c2)c(=O)n(C)c1=O
 : 0.41	-33	-15	0.3	-8	0	-38	-4	-11
(59) COc1ccc(-c2nc(CS(=O)CC(=O)NCc3ccco3)c(C)o2)cc1 (centres undefined)
 : /	-38	14	-0.3	-4	0	-26	2	-10
(60) CCCC1=C(C(=O)OCC)C(c2ccc(F)cc2)n2ncnc2N1 (centres undefined)
 : -1.4	-24	39	-0.6	-12	-13	-2	-1	-6
(61) CCSc1nc(NCCN(C)C)c2c3c(sc2n1)COC(C)(CC)C3 (centres undefined)
 : 0.56	-27	-14	-2.0	6	9	-1	-2	-2

Bioassay records deposited in PubChem by several laboratories.
